HCV NS3 hel inh = inhibitors of Hepatitis C virus NS3 helicase | 290,000 tested, 0.56% active | inhibition, % at 10.9 µM | NS3 helicase DNA unwinding, Cy5 molecular beacon fluorescence | AID 1800;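 active = inhibition above the mean of all tested compounds plus 3 SD, set per campaign, cut at about 35% in these data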;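 also: 0% = DMSO wells and 100% = thioflavine S control wells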
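Assay system – hepatitis C virus NS3 helicase domain fragment enzyme · Buffer or medium – MOPS pH 6.5, MgCl2, DTT, Tween20, BSA · Reagent – Cy5/quencher beacon DNA duplex and ATP to start · Compound – single 10.9 µM dose · Timing – 1 h at 25 °C · Technique – Cy5 beacon fluorescence read at start and 1 h · Measure – % inhibition of unwinding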
MEKK2 mut-MEK5 = signal of MEK5 binding to mutant human MEKK2 PB1 domain; bead flow cytometry, Alexa488-MEK5 binding to MEKK2 mutant; percent response, % at 10 µM; 290,000 tested, 0.35% active; AID 1530; in the data active = percent response above about 24%, passing the limit was not always enough; also: inactives centre near 1; some results filed as inactive read as strong as hits; reference of the scale not given here
DNA FID counter = displaces DNA intercalator in HCV helicase counter-screen; inhibition, % at 7.9 µM; DNA fluorescent intercalator displacement, fluorescence; AID 1845; 290,000 tested, 0.17% active; in the data active = inhibition above about 37%;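 also: 0% = vehicle and 100% = reference compound; higher means more ethidium bromide displaced from hairpin DNA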
CRFR2-BP ag = CRF-BP/CRF-R2 complex agonism. HEK293 CRF-R2/CRF-BP, calcium dye fluorescence (FLIPR); percent of saturating CRF peptide response. activation, % at 13.2 µM. 350,000 tested, 0.46% active. AID 588473;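 active = activation of at least 50%, plus an integration ratio under a set limit after plate pattern correction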;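 also: plate controls were neutral control wells without compound for no effect and CRF at EC100 for full effect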
MEKK3 PB1 HTS = MEKK3-MEK5 PB1 interaction, increase or decrease. Q99759. bead-based flow cytometry, Alexa488-MEK5 binding to MEKK3; actives lie on both sides; 0 = blocked by unlabeled MEK5, 100 = vehicle. binding response (% of control), % at 10 µM. 290,000 tested, 1.4% active;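 active = binding response more than 3 SD above or below the average of its plate-row segment, actives on both sides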;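 also: Alexa488 bead fluorescence after subtracting the streptavidin-only scavenger bead signal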
Target sequence (Q99759 whole entry, looked up): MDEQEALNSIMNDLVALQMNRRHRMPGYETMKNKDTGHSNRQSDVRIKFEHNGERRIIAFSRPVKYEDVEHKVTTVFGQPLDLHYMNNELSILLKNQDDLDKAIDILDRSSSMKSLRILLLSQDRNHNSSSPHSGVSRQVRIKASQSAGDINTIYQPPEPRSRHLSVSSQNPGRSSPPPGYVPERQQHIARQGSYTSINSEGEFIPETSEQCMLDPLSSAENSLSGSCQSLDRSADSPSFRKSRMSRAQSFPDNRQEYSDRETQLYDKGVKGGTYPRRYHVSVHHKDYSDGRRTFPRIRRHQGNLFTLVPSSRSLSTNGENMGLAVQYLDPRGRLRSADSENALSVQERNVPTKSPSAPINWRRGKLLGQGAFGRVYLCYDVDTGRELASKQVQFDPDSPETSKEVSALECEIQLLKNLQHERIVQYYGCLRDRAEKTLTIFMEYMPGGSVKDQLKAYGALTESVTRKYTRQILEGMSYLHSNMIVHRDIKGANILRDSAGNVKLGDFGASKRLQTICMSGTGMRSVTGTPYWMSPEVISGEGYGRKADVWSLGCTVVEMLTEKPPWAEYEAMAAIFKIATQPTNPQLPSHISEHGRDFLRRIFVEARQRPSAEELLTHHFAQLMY
GalR3 antagonist = human GalR3 antagonism. HEK293 GalR3-CNG cAMP membrane potential fluorescence; galR3 body fused to GalR1 C-terminus. 360,000 tested, 0.44% active. inhibition, % at 3 µM. O60755;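 active = inhibition above the screen-wide average plus 3 SD, cut at about 13% in these data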;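 also: forskolin and galanin both at EC90 stimulate the cells; cAMP rise reported by CNG channel membrane potential dye signal; 0% = forskolin plus galanin with DMSO and 100% = forskolin alone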
Target sequence (O60755 1-299 limits assumed): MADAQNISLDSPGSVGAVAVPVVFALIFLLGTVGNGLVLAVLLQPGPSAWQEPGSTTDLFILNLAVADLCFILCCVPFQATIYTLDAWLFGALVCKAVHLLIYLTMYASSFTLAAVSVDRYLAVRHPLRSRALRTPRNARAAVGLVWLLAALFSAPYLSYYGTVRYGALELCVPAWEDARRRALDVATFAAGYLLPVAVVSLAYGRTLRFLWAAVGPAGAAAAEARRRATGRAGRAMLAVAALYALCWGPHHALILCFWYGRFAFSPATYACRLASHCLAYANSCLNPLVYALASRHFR
MEKK2wt PB1 HTS = raises or lowers MEK5 binding to wildtype human MEKK2 PB1 domain; 290,000 tested, 1.1% active; binding response (% of control), % at 10 µM; AID 1531; Q9Y2U5; bead flow cytometry, Alexa488-MEK5 binding to MEKK2 WT; actives lie on both sides; in the data active = binding response below about 67% or above about 130%
CRFR2-BP antag = blocks CRF-induced signaling of the CRF-BP/CRF-R2 complex; HEK293 CRF-R2/CRF-BP, CRF-induced calcium fluorescence; inhibition, % at 11.8 µM; 350,000 tested, 0.59% active; AID 588475;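 active = inhibition of the ligand-induced calcium signal above about 50% at the single tested concentration, limit read from the data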
UBC9 SUMO inh = blocks human SUMOylation mediated by UBC9. inhibition, % at 35 µM. HTRF SUMOylation assay, SAE1/SAE2 + UBC9, in vitro. 290,000 tested, 0.36% active; in the data active = inhibition above about 50%, passing the limit was not always enough; also: strong numbers were not always called active
Target sequence (P63279 whole entry, looked up): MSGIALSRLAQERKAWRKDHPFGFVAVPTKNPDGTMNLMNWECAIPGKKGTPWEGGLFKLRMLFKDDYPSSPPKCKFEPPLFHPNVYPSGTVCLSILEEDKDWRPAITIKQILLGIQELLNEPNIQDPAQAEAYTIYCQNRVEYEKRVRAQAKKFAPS
The depositor's hits bear a star; . = no result given; [ ] = another dose, or the depositor's remark. The list is partial; the hit share may differ from the screen's.

SMILES	HCV NS3 hel inh	MEKK2 mut-MEK5	DNA FID counter	CRFR2-BP ag	MEKK3 PB1 HTS	GalR3 antagonist	MEKK2wt PB1 HTS	CRFR2-BP antag	UBC9 SUMO inh
Cc1ccsc1C(=O)NCc1ccc(F)cc1	0	4	-2	1.6	102	-9	105	-6	21
O=C(CCSCc1ccc(Cl)cc1)NCc1cccnc1	16	4	-6	-5.7	103	-2	103	0	7
COc1ccc(/C=N/n2cnc3c([nH]c4ccccc43)c2=O)cc1COc1ccccn1	-13	-31	0	.	58	.	63	.	13
CNC(=O)c1c[nH]c2ccc(S(=O)(=O)Nc3cccc(SC)c3)cc2c1=O	-3	3	15	0.9	106	-4	106	-3	1
Cc1cc(C)c(C)c(S(=O)(=O)N[C@@H](C)C(=O)OC(C)C(=O)NC(N)=O)c1C (some centres undefined)	-2	1	-25	-1.1	98	1	103	-21	7
CCOC(=O)C/C(C)=N/NC(=O)c1cccs1	2	2	-1	-1.4	97	.	101	1	4
CC(C)NS(=O)(=O)c1cc(F)ccc1CN1C(=O)c2cccnc2C1=O	-15	8	-3	-2.2	112	-9	115	8	27
Cc1nnc(NC(=O)CN2C(=O)c3ccccc3S2(=O)=O)s1	-9	6	-4	0.8	103	4	103	1	15
CNc1nc(C)c(C(=O)c2ccc(Cl)cc2)s1	6	7	-5	-2.5	105	-6	105	2	1
CCCc1c(C(=O)Nc2cc(C)on2)cnn1-c1ccccc1	-17	-1	-25	-6.4	95	-5	97	-4	25
COC(=O)C(C(=O)Nc1ccccc1C)C1CCCCCC1 (centres undefined)	-15	-1	-5	0.5	101	-3	99	-9	10
Cc1ccc(OCC(=O)Nc2cc(NC(=O)COc3ccc(C)c(C)c3)cc(C(=O)O)c2)cc1C	22	3	-20	-0.5	108	-1	106	29	14
CCOC(=O)C1C(c2ccc(O)c(OC)c2)NC(=S)NC1(O)C(F)(F)F (centres undefined)	-3	-1	3	0.2	100	-1	101	3	-2
CN1CCCC(OC(=O)/C(C#N)=C/c2ccccc2)C1 (centres undefined)	12	-1	-2	-1.5	101	-2	100	-8	10
O=C(CCN1C(=O)C2CC=CCC2C1=O)Nc1nccs1 (centres undefined)	4	3	-5	0.5	103	-3	105	-18	7
O=C(NNC(=S)NC(=O)C12CC3CC(CC(C3)C1)C2)c1ccncc1	-1	2	-20	139*	103	2	103	-84	-41
CC/C(=N\O)C(C)(C)/[N+]([O-])=C/c1ccc(Br)cc1	-2	3	2	0.1	100	-4	97	-11	-19
COC(=O)Nc1ccc(S(=O)(=O)N2CCCC(C(=O)N3CCCCCC3)C2)cc1 (centres undefined)	24	3	0	-1.1	103	-11	103	-7	8
COC(=O)C(C)(C)ONC(=O)Nc1ccccc1Br	-6	1	-7	-1.0	103	-8	101	-16	7
Cc1ccc(NC(=O)c2ccc(S(=O)(=O)C(F)F)cc2)c(C)c1	-6	-1	-2	-1.0	97	0	99	-13	11
CC(=O)N1N=C(c2ccc(C)o2)CC1c1ccc(Br)cc1 (centres undefined)	-5	5	-17	-1.3	102	-5	101	-22	13
O=C(CN(C(=O)C1CSC(=O)C1)c1cccc(F)c1)NC1CCCC1 (centres undefined)	13	-2	-7	-1.1	94	-7	101	15	2
CCN(CC)c1ccc(/C=N/NC(=O)CNC(=O)c2cccs2)cc1	-14	-2	-21	-0.7	97	-10	92	0	-10
CCOC(=O)N1CCC2(CC1)C(C#N)=C(N)OC1=C2C(=O)CC(C)C1 (centres undefined)	-8	1	-6	-0.5	102	-3	103	-12	2
CC(=O)Oc1c(/C=C(\C#N)C(N)=O)[nH]c2ccccc12	-2	-2	-12	27	100	-8	99	-26	89

Other results:
SMILES	HCV NS3 hel inh	MEKK2 mut-MEK5	DNA FID counter	CRFR2-BP ag	MEKK3 PB1 HTS	GalR3 antagonist	MEKK2wt PB1 HTS	CRFR2-BP antag	UBC9 SUMO inh
Cc1nc2ccccn2c1C(=O)NNS(=O)(=O)c1ccc(Cl)cc1	-2	2	-7	-0.5	98	-1	100	-1	-18
CCN(C(=O)c1ccc(S(C)(=O)=O)cc1)C12CC3CC(CC(C3)C1)C2	-2	3	-1	-0.7	105	-5	87	-13	8
Cn1cnc2cc(NC(=O)c3cccs3)ccc21	1	-41	2	12	97	0	99	-6	2
Cc1c(Cl)ccc2sc(NC(=O)CN3C(=O)c4ccccc4C3=O)nc12	-12	-9	1	-1.5	64*[inhibitor]	.	76	19	14
CC(=O)Nc1nc(-c2ccccc2)c(-c2ccccc2)o1	1	-2	-7	-1.9	97	-3	97	-4	1
CCOc1ccc(CN(C)CC(=O)Nc2cccc(C)c2)cc1OC	-4	-3	0	-1.6	98	5	104	3	-3
Cc1c(S(=O)(=O)Nc2cc(Cl)ccc2Cl)c(=O)n(C)c(=O)n1C	0	5	-26	-1.5	100	.	97	-26	-11
O=C(NC1CCCCC1)c1sc(=S)n2c1[nH]c(=O)c1ccccc12	9	3	-4	29	106	-4	104	16	24
O=C(Cc1c(F)cccc1Cl)N/N=C/c1cccnc1	5	2	-8	-0.1	101	1	106	-2	8
c1ccc(CC2CCCNC2)cc1 (centres undefined)	-4	-1	-3	0.1	101	-4	98	2	-6
O=C(CSc1ncccn1)NN=C1CCCCCCC1	0	16	-4	0.0	103	-1	104	2	10
CC(C)(C)OC(=O)NCCC(=O)N/N=C/c1cccc2nccnc12	1	-7	-8	-1.1	93	-5	94	-24	13
COc1cc(CNCCc2ccccc2)ccc1OCC(N)=O	1	-4	2	1.9	90	-4	91	1	8
Cc1ccc(-c2cc(C)nc3ncnn23)cc1	9	3	-4	0.1	101	0	103	2	25
COc1cc(CN2CCN(C(c3ccccc3)c3ccccc3)CC2)cc(OC)c1OC	-62	9	15	-0.1	104	-4	119	20	-19
CCC(C)NC(=O)CC(c1ccccc1)c1cc(C)ccc1O (centres undefined)	10	-2	-8	-0.8	101	0	96	15	8
Cc1ccc(OCC(=O)Nc2ccc3c(c2)nc2n3CCOC2)cc1	5	3	-14	-2.0	105	-4	106	14	14
CC(C)CC(=O)NC(c1ccccc1)c1c(O)ccc2ccccc12 (centres undefined)	21	2	-18	0.8	102	-4	104	-1	-6
CCOC(=O)/C=c1\s/c(=C(\C#N)C(N)=O)n(-c2ccccc2)c1=O	18	2	-8	0.2	110	-7	101	-10	12
COc1ccc(S(=O)(=O)NC2CCCCC2)cc1F	1	1	-20	-0.2	100	-6	98	-14	12
COC(=O)c1cccnc1Oc1ccccc1	-1	-8	-1	-1.3	97	-1	99	-9	11
COC(=O)c1ccc(Nc2nc(C)nc3c2nnn3Cc2ccccc2)cc1	-10	4	-17	-0.3	111	-8	108	2	8
Cc1ccc(C)c(CN2CCNC2=O)c1	-6	-3	-6	-2.4	78	-4	98	13	10
CC1(C)CC(=O)N(c2cc(Cl)ccc2Cl)C(=O)C1	-2	5	-2	-2.0	100	3	102	-3	13
COc1ccc(C2NC(=S)N3C(c4ccc(OC)cc4)NC(=S)N23)cc1 (centres undefined)	0	6	-1	-1.1	103	-2	101	6	0

Structures from the list above that have an aryl methoxy group (7):
SMILES	HCV NS3 hel inh	MEKK2 mut-MEK5	DNA FID counter	CRFR2-BP ag	MEKK3 PB1 HTS	GalR3 antagonist	MEKK2wt PB1 HTS	CRFR2-BP antag	UBC9 SUMO inh
COc1ccc(/C=N/n2cnc3c([nH]c4ccccc43)c2=O)cc1COc1ccccn1	-13	-31	0	.	58	.	63	.	13
CCOC(=O)C1C(c2ccc(O)c(OC)c2)NC(=S)NC1(O)C(F)(F)F (centres undefined)	-3	-1	3	0.2	100	-1	101	3	-2
CCOc1ccc(CN(C)CC(=O)Nc2cccc(C)c2)cc1OC	-4	-3	0	-1.6	98	5	104	3	-3
COc1cc(CNCCc2ccccc2)ccc1OCC(N)=O	1	-4	2	1.9	90	-4	91	1	8
COc1cc(CN2CCN(C(c3ccccc3)c3ccccc3)CC2)cc(OC)c1OC	-62	9	15	-0.1	104	-4	119	20	-19
COc1ccc(S(=O)(=O)NC2CCCCC2)cc1F	1	1	-20	-0.2	100	-6	98	-14	12
COc1ccc(C2NC(=S)N3C(c4ccc(OC)cc4)NC(=S)N23)cc1 (centres undefined)	0	6	-1	-1.1	103	-2	101	6	0

Remaining list, next part:
SMILES	HCV NS3 hel inh	MEKK2 mut-MEK5	DNA FID counter	CRFR2-BP ag	MEKK3 PB1 HTS	GalR3 antagonist	MEKK2wt PB1 HTS	CRFR2-BP antag	UBC9 SUMO inh
CC1(C)Oc2ccc(C(=O)NC3CCCC3)cc2N(CC(=O)NC2CCCCC2)C1=O	8	1	-6	-3.8	101	-1	101	1	7
COc1ccc(NC(=O)COC(=O)c2ccc(Cl)c(S(N)(=O)=O)c2)c([N+](=O)[O-])c1	19	-2	-6	-6.4	99	3	99	10	-2
CC(=O)c1cccc(NC(=O)C(C)OC(=O)Cc2n[nH]c(=O)c3ccccc23)c1 (centres undefined)	-2	10	-24	-0.6	109	-3	104	17	4
S=C(NCc1ccco1)N/N=C/c1cccnc1	10	-1	-6	1.1	98	-4	93	0	23
O=[N+]([O-])c1ccc(CN2CCN(c3ccc(Cl)cc3)CC2)o1	3	0	12	-0.2	103	-10	102	-2	10
Cn1ncc(Cl)c(Oc2ccccc2)c1=O	1	3	7	-0.5	103	.	103	25	6
CCc1ccc(C2CC(c3cccc(Cl)c3)n3nc(N)nc3N2)cc1 (centres undefined)	-17	4	-20	12	101	1	95	-25	13
CC12COC3(C(=O)Nc4cccnc4)CC1CCC32C (centres undefined)	2	11	-4	1.7	118	-4	117	-47	19
CCCCN(C(=O)c1cccc(C)c1)c1c(N)n(CCC)c(=O)[nH]c1=O	2	-6	0	0.4	100	-10	98	-1	0
COc1ccc(N2C(=O)CC(N3CCN(c4ccccc4F)CC3)C2=O)cc1 (centres undefined)	3	-4	-6	1.1	98	-9	96	-1	-14
CC(C)c1ccc(OCc2ccc(C(=O)N3CCCC3)o2)cc1	11	-2	-31	-1.6	101	-8	99	-17	18
O=C(NNc1ncc(C(F)(F)F)cc1Cl)c1c(Cl)cccc1Cl	21	2	-21	0.8	103	-7	98	1	-5
COc1ccc(-c2cn3c(C)c(C(=O)Nc4cccc(NC(C)=O)c4)sc3n2)cc1	-11	-3	-24	2.2	103	-1	98	-15	-27
CCCn1c(=S)[nH]c2cc(C(=O)NCC3CCCO3)ccc2c1=O (centres undefined)	4	-6	-3	-0.5	97	1	106	20	-38
O=C(Nc1cccc(C(F)(F)F)c1)c1n[nH]c(Cn2cncn2)n1	6	1	-1	-1.7	98	1	96	1	17
CC1CCCC(C)N1S(=O)(=O)c1ccc(NC(=O)CCn2cnc3ccccc3c2=O)cc1 (centres undefined)	-3	4	-2	1.8	105	-4	104	-23	1
CC12CCC(C(=O)Nc3ncc([N+](=O)[O-])s3)(OC1=O)C2(C)C (centres undefined)	4	4	2	11	104	.	101	63*	-7
CCCCCCCCCCCCS(=O)(=O)CCC(=O)O	5	3	-19	-1.1	98	2	99	7	15
O=C1CN(S(=O)(=O)c2ccccc2)CC(=O)N1CCc1ccccc1	-4	-4	-8	-3.0	101	3	94	10	3
Cc1ccc2[nH]cc(CCNS(=O)(=O)c3ccc(F)cc3)c2c1	6	0	-9	0.3	103	-10	103	2	-1
COC(=O)c1ccc(N/C=C/C(=O)c2ccccc2)cc1	-3	9	-7	-0.4	108	3	106	-1	14
COc1cccc(OCc2cc(C(=O)N3CCN(C4CCCC4)CC3)no2)c1	6	-1	-6	0.0	105	-1	102	4	9

Source: PubChem
